Compound activity from PubChem.
FLuc inh = inhibitors of firefly (Photinus pyralis) luciferase; AID 1347043; purified P. pyralis luciferase, luminescence, biochemical; 2.5% of 76,000 active; P08659; Potency, µM (doses to about 115 µM), inactives show top-dose activity change, negative = inhibition, usual class: inhibitors; also: potency is read from the fitted curve at half-maximal effect; nearly all actives have a fitted effect of over 65% in size
Target sequence (P08659 whole entry, looked up): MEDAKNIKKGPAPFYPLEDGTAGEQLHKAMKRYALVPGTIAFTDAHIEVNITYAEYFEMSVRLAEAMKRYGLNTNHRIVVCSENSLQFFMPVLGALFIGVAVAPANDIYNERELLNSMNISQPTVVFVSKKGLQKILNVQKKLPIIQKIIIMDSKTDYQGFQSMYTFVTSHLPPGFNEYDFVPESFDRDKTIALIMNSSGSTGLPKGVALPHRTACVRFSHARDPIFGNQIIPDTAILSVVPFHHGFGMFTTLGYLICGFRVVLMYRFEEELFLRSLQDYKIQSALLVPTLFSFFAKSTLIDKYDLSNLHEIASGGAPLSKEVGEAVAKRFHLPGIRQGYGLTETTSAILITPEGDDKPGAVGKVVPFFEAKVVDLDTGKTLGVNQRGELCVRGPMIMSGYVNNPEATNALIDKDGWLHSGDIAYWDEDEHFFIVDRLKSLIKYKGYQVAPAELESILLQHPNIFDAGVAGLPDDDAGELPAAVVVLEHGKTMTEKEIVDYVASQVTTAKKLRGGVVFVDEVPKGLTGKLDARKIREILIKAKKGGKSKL
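Purified 10nM P. pyralis luciferase with 10uM D-luciferin and 10uM ATP in 50mM Tris acetate pH 7.5, 10mM Mg acetate, 0.01% Tween-20, 0.05% BSA. qHTS titration; luminescence read by CCD imager.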
HEK293 viab = counter-screen for SNCA expression inhibitors: cell viability. HEK-293-SNCA-luc viability, GF-AFC fluorescence, 24 h. Potency, µM (doses to about 57.1 µM), for the others: at the highest dose activity change, negative = cytotoxicity, most hits filed as cytotoxic. 0.12% of 150,000 active. AID 1671193;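 also: potency is read from the fitted curve at half-maximal effect; 0% = DMSO-treated cells and -100% = medium-only wells without cells; nearly all actives have a fitted effect of over 30% in size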
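HEK-293-SNCA-luc cells (1500/well) plated 24 h, then exposed 24 h to a dilution series; GF-AFC added 30 min at 37C, fluorescence 405/540 nm; normalised to medium-only and DMSO wells, Hill fit.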
HEK cytotox = HEK 293 cell cytotoxicity | AID 1345083 | 6.6% of 94,000 active | HEK 293 viability, ATP luminescence (CellTiter-Glo), 48-72 h | Potency, µM (series often up to 115 µM), for inactives: top-dose activity change, negative = cytotoxicity, actives largely listed as inhibitors; also: potency is read from the fitted curve at half-maximal effect; nearly all actives have a fitted effect of over 60% in size
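Read-out: CellTiter-Glo ATP luminescence. Cells: HEK 293, 250 cells/well. Exposure: 48 or 72 hr, 37 degree Celsius.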
IP6K1 inh = IP6K1 kinase inhibition; Q92551; IP6K1 kinase, ADP-Glo luminescence, 2 h; stronger effect = lower value; activity change, % (series mostly up to about 58 µM); 0.81% of 140,000 active; in the data active = activity change below about -25%
Target sequence (Q92551 whole entry, looked up): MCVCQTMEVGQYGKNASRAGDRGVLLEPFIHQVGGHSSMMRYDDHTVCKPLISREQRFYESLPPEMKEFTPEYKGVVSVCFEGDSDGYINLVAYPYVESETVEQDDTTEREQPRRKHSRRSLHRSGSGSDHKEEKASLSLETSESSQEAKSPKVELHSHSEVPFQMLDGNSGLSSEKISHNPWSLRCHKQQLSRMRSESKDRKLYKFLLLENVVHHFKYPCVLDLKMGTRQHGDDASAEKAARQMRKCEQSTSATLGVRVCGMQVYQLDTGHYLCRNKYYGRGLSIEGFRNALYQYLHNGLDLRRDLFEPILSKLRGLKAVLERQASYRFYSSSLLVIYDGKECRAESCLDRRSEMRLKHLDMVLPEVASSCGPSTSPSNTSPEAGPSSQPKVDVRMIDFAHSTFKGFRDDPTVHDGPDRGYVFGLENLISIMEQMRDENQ
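ADP-Glo luminescence measures ADP made by human IP6K1 during a 2 h RT reaction with ATP/IP6 (mix at 1.3 mM/130 uM); top library doses 57.5 and 19.1 uM final.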
SNCA expr inhib = SNCA gene expression inhibition; HEK-293 SNCA-luciferase knock-in, luminescence, 24 h; Potency, µM (highest dose often 57.2 µM), without a hit: at the highest dose activity change, negative = inhibition, most hits filed as inhibitors; 0.17% of 140,000 active;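 also: potency is read from the fitted curve at half-maximal effect; plate controls were DMSO cells for no effect and cell-free wells for full effect; nearly all actives have a fitted effect of over 45% in size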
GPT2 inhibitor = blocks human glutamate pyruvate transaminase 2; Recombinant GPT2, coupled pyruvate oxidase/HRP Amplex Red fluorescence; AID 1671188; 0.25% of 100,000 active; Q8TD30; Potency, µM (top dose mostly 57.7 µM), for the others: at the highest dose activity change, negative = inhibition, most hits filed as inhibitors; also: potency is read from the fitted curve at half-maximal effect; nearly all actives have a fitted effect of over 60% in size; many of its hits are not listed in these tables
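Fluorescence read-out: pyruvate from GPT2 turnover coupled to pyruvate oxidase, HRP and Amplex Red (0.2mM ThPP, 0.2U/mL PO and HRP, 50uM Amplex final). Substrates 250uM a-KG, 2mM L-alanine; enzyme 10ng/uL; 30 min RT.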
NIH3T3 tox = kills NIH 3T3 cells. NIH 3T3 viability, CellTiter-Glo ATP luminescence, 48-72 h. Potency, µM (series often up to 96.7 µM), inactives show at the top dose activity change, negative = cytotoxicity, actives largely listed as inhibitors. 4.3% of 94,000 active. AID 1345082; also: potency is read from the fitted curve at half-maximal effect; nearly all actives have a fitted effect of over 55% in size
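Cells were seeded at 400 per well, treated with pin-transferred compound, and kept 48 or 72 hr at 37 °C before CellTiter-Glo addition and luminescence imaging of cellular ATP.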
Starred values were filed as active, the others as inactive; i = inactive; u = inconclusive; x = no result given; [ ] = another dose, or the depositor's remark. Unless noted, calls follow the shape of the dose curve; as a rule, active = well fitted curve in the direction sought with a large enough effect; inconclusive = small, poorly fitted or top-dose-only effect, or another doubt; inactive = no such curve, though single readings can be large; an effect the other way counts as inactive or inconclusive. Unless noted, % is scaled to controls: 0 for no effect and ±100 for the full control effect.

SMILES	FLuc inh	HEK293 viab	HEK cytotox	IP6K1 inh	SNCA expr inhib	GPT2 inhibitor	NIH3T3 tox
Cc1c(-c2nsc(NC(=O)c3ccccc3)n2)nnn1-c1ccc(C(F)(F)F)c(Cl)c1	x	-9%	x	0	9%	x	x
C=C[C@@](C)(O)CC/C=C(\C)C(=O)O[C@@H]1[C@@H]2O[C@]2(C)[C@H]2[C@H](O[C@@H]3O[C@H](CO)[C@@H](O)[C@H](O)[C@H]3O)OC=C[C@@]12O	x	-12%[23.9 µM]	x	-1	x	i	x
CC(C)C(=O)Nc1ccc(C2(C(=O)N3CCN(c4ccccc4)CC3)CCCCC2)cc1	-6%	-4%	u	2	2%	4%	u
CCc1noc([C@@H]2CC(F)(F)CN2C(=O)c2nccn2C)n1	0%	3%	-3%	23	-9%	i	-4%
CCc1nc2nccc(-c3ccc(Br)s3)n2n1	12%	5%	0%	-13	12%	i	u
CC(=O)N1CCCN(S(=O)(=O)c2ccccc2)CCC(=O)NCC1	0%	-4%	i	4	1%	-5%	-10%
CCn1ccc(C(=O)N2CCC(c3nnc(Cn4cncn4)n3C)CC2)n1	9%	-9%	-15%	20	7%	-5%	-6%
O=C(Cc1ccccc1)N1CCCCC1c1nc(CCOCC2CCOCC2)no1 (stereo not drawn)	-14%	-11%[12.5 µM]	-29%	0	7%	2%	-37%
Cc1ccc(C(C)C)c(O[C@@H]2O[C@H](CO)[C@@H](O)[C@H](O)[C@H]2O)c1	x	-4%	x	9	x	i	x
Cc1ccc(-n2nc3n(c2=O)CCN(C(=O)Cc2cccc(Cl)c2)C3)cc1	-5%	-1%	-19%	4	16%	i	u
CCc1ccc(NC(=O)c2ccc3c(O)c(S(=O)(=O)c4ccc(Cl)cc4)c(=O)[nH]c3c2)cc1	x	6%	x	0	44%[activator]	x	x
CC1Oc2ccc(NC(=O)Cc3ccccc3)cc2CN(Cc2ccc(F)cc2)C1=O (stereo not drawn)	-8%	u	45µM*	-1	7%	u	u
O=C(NCc1ccc2c(c1)OCO2)c1ccc2c(c1)N(Cc1cccc(Cl)c1)C(=O)c1ccccc1S2	x	4%	x	-3	-9%	x	x
O=C(Cc1cccc(Cl)c1)N1CCCC(c2nn(-c3ccccc3)c(=O)[nH]2)C1 (stereo not drawn)	-9%	-18%	45µM*	4	-18%	i	u
O=C(NCc1ccccc1)N[C@H]1CO[C@H]2[C@@H]1OC[C@@H]2n1nnnc1Oc1cccc(N2CCOCC2)c1	3%	-8%	4%	10	5%	-3%	-5%
O=C(c1cccc2[nH]ccc12)N1CCC2(CCCCO2)CC1	1%	8%	i	-2	3%	-2%	0%
Cc1ccc(S(=O)(=O)c2cn(C)c3cc(N4CCCCC4)c(F)cc3c2=O)cc1	x	1%	x	2	-5%	x	x
O=C(OCc1ccccc1Cl)c1ccc(-c2nnn(Cc3ccccc3Cl)n2)cc1	x	-9%	x	7	3%	x	x
COc1ccc(-c2ccc(C(=O)N3CCCCC3)c(Cl)c2)nn1	x	x	u	-14	x	x	u
Cc1ccc(C(N)=O)cc1Nc1nccc(-c2cn(C(C)C)c3cnccc23)n1	x	u	x	-7	u	u	x

Next part, overlapping the part above by 2 compounds.
SMILES	FLuc inh	HEK293 viab	HEK cytotox	IP6K1 inh	SNCA expr inhib	GPT2 inhibitor	NIH3T3 tox
COc1ccc(-c2ccc(C(=O)N3CCCCC3)c(Cl)c2)nn1	x	x	u	-14	x	x	u
Cc1ccc(C(N)=O)cc1Nc1nccc(-c2cn(C(C)C)c3cnccc23)n1	x	u	x	-7	u	u	x
O=C1NCc2ccccc2CC12CCN(Cc1ccnc3ccccc13)C2 (stereo not drawn)	x	-5%	u	-10	u	i	u
CCN1CCN(C(=O)c2ccc3nnc(Cc4ccc(Cl)cc4)n3c2)CC1	x	5%	i	0	3%	i	-3%
COc1ccccc1CN(Cc1c(Cl)cccc1Cl)S(=O)(=O)c1ccc(Br)cc1	x	2%	x	0	30%[activator]	x	x
Cc1nn(-c2ccccc2)c2c1C(C)N(C1CN(C(=O)c3ccccc3)C1)C2=O (stereo not drawn)	x	x	u	3	x	x	-30%
Cc1ccc(C)c(CSc2nc(-c3ccccc3F)nc3c2Cc2c(CO)cnc(C)c2O3)c1	x	16%	x	17	-2%	x	x
COCCNC(=O)[C@H]1O[C@H](CCN(CCOC)CCOC)CC[C@@H]1O	2%[172 µM]	-15%[87.6 µM]	-1%[172 µM]	16	13%[87.6 µM]	-1%[88.5 µM]	1%[174 µM]
O=C(Nc1nnc(C2CC2)s1)C1CC(=O)N(c2n[nH]c3cc(Br)ccc23)C1 (stereo not drawn)	0%	-6%	5%	-2	3%	i	-5%
CCOc1cc(=O)n2c(c1C(=O)Nc1cccc(Cl)c1)CCCC2	5%	-1%	-5%	3	-21%	i	i
COc1ccc(CNC(=O)CCCn2c(=O)c3cccn3c3cccnc32)cc1	x	1%	x	26	36%[activator]	x	x
CCc1[nH]ncc1C(=O)NC1CC(c2nnc(Cn3ccnc3)n2C)C1 (stereo not drawn)	0%	-16%	1%	5	8%	0%	-3%
O=C(Nc1nnc(S(=O)(=O)N2CCCCC2)s1)c1ccccc1Br	x	1%	x	3	-11%	x	x
CCCC(O)CN1CCC(=O)N(Cc2ccccc2)Cc2cc3c(cc21)OCO3 (stereo not drawn)	x	x	u	-10	x	x	u
CC(C)NC(=O)N1CCC[C@H]1c1nc(-c2ccc(F)cc2)n[nH]1	x	-7%	-2%	0	23%	0%	-1%
O=C(CN1CCCc2nc(-c3ccccc3)ncc2C1=O)NCCCN1CCCC1=O	-3%	8%	-24%	0	-7%	3%	i
CC(=O)N1CCOC[C@H](Oc2ccc(S(C)(=O)=O)cc2)C1	-2%[172 µM]	-4%[87.6 µM]	-6%[172 µM]	14	1%[87.6 µM]	-3%[88.5 µM]	i
Cc1ccc(F)c(C(=O)N2CC(C)(C)C(C)(O)C2)c1Cl (stereo not drawn)	-5%	5%	-10%	-5	1%	i	-17%
CCC(C)NC(=O)Cn1c(=O)cc(-c2ccccc2)c2c(C)nn(C)c21 (stereo not drawn)	x	9%	x	25	45%[activator]	x	x
COc1ccccc1OCCn1c(NC(=O)c2ccccc2Cl)nc2ccccc21	x	u	x	-3	9%	x	x
Cc1cccc(NC(=O)C(Cc2ccccc2)N2Cc3ccccc3C2=O)c1C (stereo not drawn)	x	-16%	x	-8	-9%	x	x
CCOc1ccccc1NC(=O)Cn1c(=O)ccc2cc(S(=O)(=O)N3CCC(C)CC3)ccc21	x	5%	x	0	19%	x	x

4 compounds already listed, arranged by length of the SMILES, descending:
SMILES	FLuc inh	HEK293 viab	HEK cytotox	IP6K1 inh	SNCA expr inhib	GPT2 inhibitor	NIH3T3 tox
Cc1ccc(C)c(CSc2nc(-c3ccccc3F)nc3c2Cc2c(CO)cnc(C)c2O3)c1	x	16%	x	17	-2%	x	x
COc1ccc(CNC(=O)CCCn2c(=O)c3cccn3c3cccnc32)cc1	x	1%	x	26	36%[activator]	x	x
CC(=O)N1CCOC[C@H](Oc2ccc(S(C)(=O)=O)cc2)C1	-2%[172 µM]	-4%[87.6 µM]	-6%[172 µM]	14	1%[87.6 µM]	-3%[88.5 µM]	i
Cc1ccc(F)c(C(=O)N2CC(C)(C)C(C)(O)C2)c1Cl (stereo not drawn)	-5%	5%	-10%	-5	1%	i	-17%

Additional structures follow.
SMILES	FLuc inh	HEK293 viab	HEK cytotox	IP6K1 inh	SNCA expr inhib	GPT2 inhibitor	NIH3T3 tox
Cc1ccc(-c2nc(C(=O)NCc3ccc(F)cc3)no2)cc1	-8%	2%	-13%	-12	-26%	3%	-14%
C=CCn1cc2c3c(cccc31)[C@H](CC(C)C)N[C@H](C(=O)NC1CCC1)C2	5%[172 µM]	-13%[87.6 µM]	63µM*	-6	u	-16%[88.5 µM]	u
Cc1cc(CNC(=O)c2cc(-c3ccco3)nc3c(Cl)cccc23)no1	8%	-11%	-21%	-6	5%	i	u
CC(C)CC(=O)Nc1nnc(S(=O)(=O)N(C)Cc2ccc(Cl)cc2)s1	x	12%	x	3	24%	x	x
Cc1ccc(NC(=O)CN2C(=O)NC3(CCC(C)CC3)C2=O)cc1C (stereo not drawn)	3%	-8%	u	-10	-11%	-10%	u
CCC(=O)Nc1ccc(OCC(=O)NCc2ccccc2OC(C)CC)cc1 (stereo not drawn)	-3%	4%	u	-7	-30%	2%	-5%
Cc1cc(C)cc(NC(=O)CCCN2C(=O)COc3ccc(C)cc32)c1	x	-10%	x	-13	-7%	x	x
CC1CCN(c2ncnc3c2cnn3-c2ccc(F)cc2)CC1	x	-9%	x	1	0%	x	x
COc1ccc(-c2cc(C(=O)N(C)C)c3cnn(C)c3n2)cc1	x	2%[87.6 µM]	2%[172 µM]	3	20%[87.6 µM]	-8%[88.5 µM]	-4%[138 µM]
CC(C)Cc1ccc(S(=O)(=O)N2C[C@@H](F)C[C@H]2C(=O)N2CCc3ccccc3C2)cc1	-2%	3%	u	12	-6%	3%	-14%
COc1ccc(CC(=O)N2CCOC[C@H](Oc3ccccc3)C2)cc1	1%[172 µM]	-9%[87.6 µM]	-17%[172 µM]	23	6%[87.6 µM]	-20%[88.5 µM]	-21%[138 µM]
Cc1noc(C)c1-c1cc2c(c(-c3cccc(OC(C)C)c3)c1)C(=O)N(C)C2	0%[172 µM]	-29%[87.6 µM]	u	5	84%[activator][87.6 µM]	3%[88.5 µM]	u
Cc1ccccc1CC(=O)Nc1cccc(-c2nnc3n2CCCC3)c1	6%	6%	-3%	-3	-19%	i	-10%
C=CCC1(CO)CCCN(C(=O)CCCn2nc(C)cc2C)C1 (stereo not drawn)	-10%	2%	1%	30	u	-14%	-6%
COc1cccc(-c2nc(CS(=O)(=O)CC(=O)NCCc3ccc(OC)c(OC)c3)c(C)o2)c1	x	u	x	6	33%[activator]	x	x
N[C@H](C(=O)O)[C@H](O)C(=O)O	x	20%	x	x	-9%	i	x
CCc1nc2c(c(-c3ccc(OC)cc3)n1)CCN(C(=O)c1ccc(C(F)(F)F)cc1)CC2	x	-1%	u	-8	8%	i	-25%
O=C1c2cc(N3CCOCC3)nc(-c3cccnc3)c2CN1c1ccccc1	-5%[172 µM]	-4%[87.6 µM]	-1%[172 µM]	7	8%[87.6 µM]	-1%[88.5 µM]	u
CCOC(=O)C1=C(CN2CCN(c3cccc(Cl)c3)CC2)NC(=O)NC1c1ccc(Cl)cc1 (stereo not drawn)	x	-3%	x	7	11%	x	x
O=C1COc2ccc(Nc3ccccc3F)nc2CN1Cc1ccc(F)cc1	-12%[172 µM]	-20%[87.6 µM]	79µM*	-3	-19%[87.6 µM]	i	u
CC(C)(O)C1CC(=O)C2(C)C(CCC3(C)C(c4ccoc4)OC(=O)C4OC432)C12CCC(=O)OC2 (stereo not drawn)	x	-35%[23.9 µM]	x	-2	x	i	x
Cc1ccc(Cl)cc1Nc1nn2c(=O)c3ccc(C(=O)NCc4ccc(F)cc4)cc3nc2s1	x	-4%	x	11	u	x	x
CCC(=O)Nc1ccc(C2(C(=O)O)CCCCC2)cc1	-19%	-8%	6%	8	19%	i	i

A portion of the library. The share of hits here may be higher or lower than overall.
